# DENV2 CPE rescue: protects cells from dengue virus 2 cytopathic effect. DENV2-infected cells, cytopathic effect rescue, plate reader. actives 1.7% (n = 350,000). CPE inhibition, % at 9.99 µM; in the data active means CPE inhibition above about 20%, passing the limit was not always enough; inconclusive means no clear call, values can overlap the other calls; tested in BHK-21 cells;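 further: 0% = median of neutral control wells and 100% = median of positive control wells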
# INS-1E GSIS act: GLuc luminescence reporter in INS-1E cells, primary screen for activators of glucose-dependent secretion of insulin; INS-1E GLuc reporter insulin secretion, 2-3 h; actives 0.61% (n = 370,000); AID 743287; activation, % at 16.6 µM;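 active means lowest replicate activation of at least 40%, so every replicate reaches that level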;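 further: 0% = median of neutral control wells and 100% = median of IBMX positive control wells; some compounds called inactive have numbers as strong as hits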
# F508del corr: CFTR F508del correction in bronchial cells; CFBE cells, YFP halide quenching; stimulated with forskolin plus potentiator P3; % fluorescence drop versus neutral controls; activity (quench increase), % at 7.58 µM; actives 0.36% (n = 350,000); AID 720511;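 active means mean added fluorescence quench of at least 8% versus neutral control, with both replicates also reaching 8%; inconclusive means only one of the mean or replicate conditions met; inactive means mean below 8% and not both replicates reaching 8%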;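 further: cells transiently co-express mutant CFTR-F508del with the halide-sensitive YFP; corrector assay measuring rescue of mutant channel to the surface after 24 h compound exposure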
# PAX8 reporter: PAX8 transcriptional activity inhibition; AID 652154; inhibition, % at 12.6 µM; actives 1.2% (n = 360,000); RMG-I TPO-luciferase reporter, SteadyGlo, 24 h;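 active means mean replicate inhibition at least 60% with every replicate also reaching 60%; inconclusive means only one of the two criteria is met; inactive means mean below 60% and not all replicates reaching 60%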;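 further: luciferase light reporting Pax8 driven TPO promoter activity; plate controls were median of neutral control wells for no effect and mitoxantrone controls for full effect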
# FN deposition inh: fibronectin deposition inhibition; inhibition, % at 12.6 µM; actives 0.086% (n = 350,000); AH1F fibroblasts, Alexa488-fibronectin deposition fluorescence, overnight;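 active means mean inhibition across replicates of 30% or more, regardless of how many single replicates reach that level; inconclusive means mean under 30% yet at least half of replicates reach 30%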;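 further: positive control wells lacked labelled fibronectin entirely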
#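 Material: AH1F fibroblast monolayer depositing Alexa488-labelled fibronectin into matrix / Amount: 10000 AH1F cells per well / Signal: fluorescence 485/525 nm / Medium: DMEM, 2% serum / Compound: single dose, pinned / Incubation: 1 h cell adhesion before compound, then overnight fibronectin incubation / Reagent: Alexa488-FN, 24 nM final / Read-out: inhibition of fibronectin deposition signal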
# miR-122 sensor: miR-122 inhibition in Huh7 cells. Huh7 miR-122 Renilla luciferase sensor, 48 h; neutral wells = 0, positive control = 100. actives 0.3% (n = 340,000). activation (reporter increase), % at 12.5 µM;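 active means mean replicate activation score at least 90 and every replicate individually at or above 90; inconclusive means only one of the two criteria met; inactive means neither criterion met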;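 further: higher luciferase means less miR-122 activity so hits act as miR-122 inhibitors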
# EWS-Fli inh: inhibitors of EWS/Fli oncoprotein transcriptional activity | A673 NR0B1-luciferase reporter, viability-normalised | inhibition, % at 12.6 µM | actives 0.67% (n = 350,000);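 active means mean inhibition of at least 50% after viability correction, with every replicate also passing that limit; inconclusive means mean reaches 50% but only one of two replicates passes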;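 further: firefly luciferase signal divided by Alamar Blue viability fluorescence both relative to DMSO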
# Active calls of the source: *; ? = inconclusive; . = not tested or not shown; & = joins results of further samples; [ ] = dose if it differs, or a comment.
SMILES,DENV2 CPE rescue,INS-1E GSIS act,F508del corr,PAX8 reporter,FN deposition inh,miR-122 sensor,EWS-Fli inh
COc1cc(/C=N/O)ccc1OCc1ccccc1Cl,-5,48,1.7,-166,3,15,-146
ONC(=Nc1ccc(Cl)cc1)c1ccccc1Cl,.,.,.,-2,4,1,.
COc1ccccc1-c1nnc(SCC(=O)O)n1-c1ccc(C)cc1,8,8,-0.2,24,15,.,6
CCOC(=O)N1CCN(C(=O)c2c(-c3c(Cl)cccc3Cl)noc2C)CC1,0,13,-1.4,-16,9,-3,0
O=C(CSc1ccccc1F)OCC(=O)N1CCN(C(=O)c2ccco2)CC1,10,4,-0.8,-7,2,8,5
CCCCCCCCCC(=O)N[C@@H]1c2cc(OC)c(OC)cc2C[C@H]1OCc1ccccc1,-6,1,-2.2,4,3,.,-18
CSc1ccccc1NC(=O)CSc1cccc[n+]1[O-],10,-1,-1.1,5,-4,6,-6
O=C(C[C@H]1CC[C@@H]2[C@H](COC[C@H](O)CN2C(=O)c2ccccc2)O1)NC1Cc2ccccc2C1,7,-7,-0.1,-10,-7,1[16.7 µM],1
CC1Oc2ccccc2N(CC(=O)NC2CCCCC2)C1=O (stereo not drawn),3,15,-0.8,17,1,.,-5
COc1cc2c(cc1OC)C(C)N(C(=O)c1cc3c(=O)oc4ccc(C)cc4c3s1)CC2 (stereo not drawn),-6,7,3.5,-5,0,1,-1
CC1CCN(C(=O)CCc2nnc3ccc(N4CCC5(CC4)OCCO5)nn23)CC1,1,-3,4.3,10,-2,-2,6
Brc1cccc(-c2nnc3sc(CNCc4ccco4)cn23)c1,2,7,-2.0,18,4,0,4
COc1ccc(S(=O)(=O)N(C)C[C@@H]2Oc3ccc(NC(=O)Nc4ccc(F)cc4)cc3CC(=O)N([C@@H](C)CO)C[C@@H]2C)cc1,-7,-19,1.5,30,9,-6[16.7 µM],-3
C[C@H](CO)N1C[C@H](C)[C@H](CN(C)C(=O)Nc2ccccc2)Oc2ccc(NS(=O)(=O)c3cn(C)cn3)cc2CC1=O,-11,-16,0.8,3,.,-4[16.7 µM],-1
Cc1ccccc1S(=O)(=O)NCC[C@@H]1CC[C@@H](NC(=O)Nc2cccc(Cl)c2)[C@@H](CO)O1,?,-5,0.0,-1,-12,25[16.7 µM],1
CCN(C(=O)C(C)OC(=O)CCCNC(=O)c1ccc(Cl)cc1)c1ccccc1 (stereo not drawn),2,3,1.9,-3,-7,.,4
CC1(C)Cc2c(cnn2-c2ccc(F)cc2)C(NC(=O)c2ccc(=O)oc2)C1 (stereo not drawn),70*,-1,-1.5,-22,.,1,-19
COc1ccc([C@@H]2[C@@H]3C(=O)N(C(C)(C)C)C(=O)[C@@H]3[C@]3(Cc4ccccc4)C(=O)N(c4cccc(C)c4)C(=O)N23)cc1,.,-4,1.7,-1,-3,.,-4
CCCCN(Cc1ccccc1)S(=O)(=O)c1cc2c(cc1Br)CC(C)N2C(C)=O (stereo not drawn),?,-12,1.0,22,4,.,4
CCCCN(CCCC)Cc1ccc(C(=O)NNC(=O)Nc2ccc(F)cc2)o1,-1,-13,-0.2,5,5,.,1
CC(C)c1ccc(NC(=O)CSc2nc(=O)[nH]c3c2CCCC3)cc1,-5,-19,-1.7,30,-2,6,2
O=C(COC(=O)c1ccc(F)c(S(=O)(=O)N2CCOCC2)c1)NC1CC1,-5,-15,-0.4,15,-1,0,-1
O=C(O)C1C2CCC(O2)C1C(=O)Nc1ccc(F)c(Cl)c1 (stereo not drawn),-1,-17,0.9,10,-3,2,-1
O=C(Nc1cccc(F)c1)c1ccc(Cn2cc([N+](=O)[O-])cn2)o1,-1,-6,1.2,-1,1,.,1
O=C1CCN(CCc2ccccc2)CCN1CCO,-10,1,-2.0,6,-10,-5,-8
# (list continues)
SMILES,DENV2 CPE rescue,INS-1E GSIS act,F508del corr,PAX8 reporter,FN deposition inh,miR-122 sensor,EWS-Fli inh
CCOC(=O)CC/C(C)=N\N=C1\SC(CC(=O)O)C(=O)N1c1ccccc1 (stereo not drawn),.,-8,-3.0,-7,-9,-13,-1
CS(=O)(=O)N1CCc2cc(C(=O)N3CCN(c4ccccc4F)CC3)ccc21,?,-8,-1.7,4,0,2,.
CN1CCN(C(=O)C[C@H]2CC[C@H]3[C@H](COc4ccc(NC(=O)c5cscn5)cc4C(=O)N3C)O2)CC1,-1,-3,1.9,-17,-2,-20[16.7 µM],3
Cc1c(NC(=O)CN2C(=O)NC3(CCCCC3)C2=O)c(=O)n(-c2ccccc2)n1C,0,9,-1.4,6,2,-9,10
C=CCn1c(=NC(=O)c2ccco2)sc2cc(C(=O)OC)ccc21,-3,-9,.,-17,-1,.,-4
O=C(Nc1nc(-c2ccc(S(=O)(=O)N3CCOCC3)cc2)cs1)c1ccccc1,0,-6,2.2,38&15,1&-6,-7,9
COc1ccc(-c2cnc3cccnn23)cn1,2,21,0.3,4,0,1,-25
CCOC(=O)[C@]12CCC=C1N(Cc1ccccc1)C(=O)[C@H](CC(=O)N1CCN(C(=O)c3ccco3)CC1)C2,-3,-6,1.3,45,.,.,-1
O=C(Cn1cc(COc2ccc(Br)cc2[N+](=O)[O-])nn1)c1ccc(O)cc1,-4,8,1.5,-8,.,2,-4
CCN(CC(=O)Nc1c(Cl)cccc1Cl)C(=O)C1CCN(c2ncnc3sc(C)c(C)c23)CC1,9,-10,0.6,14,-4,-9,4
Cc1cc(C)n2nc(C(=O)Nc3nccs3)nc2n1,.,-6,.,.,0,-1,.
CC(CC(=O)Nc1ccc(Cl)c(S(=O)(=O)N2CCOCC2)c1)c1ccccc1 (stereo not drawn),-1,-24,4.7,36,-12,.,31
O=C(CSc1ncccn1)NCc1cccs1,10,10,-0.9,-12,-15,-1,-12
N#Cc1c(NC(=O)C2CC(Cl)=CCC2C(=O)O)sc2c1CCCCC2 (stereo not drawn),-1,-27,-4.2,-10,3,.,12
O=C(OCC(=O)N1CCCCC1)c1cc(=O)[nH]c2ccccc12,-6,5,1.9,-127,2,-3,-56
Cc1nc2ccccn2c1/C(O)=C1\C(=O)C(=O)N(CCN(C)C)C1c1ccco1 (stereo not drawn),.,-4,2.9,-6,-5,.,8
O=C(C[C@@H]1C[C@H]2c3cc(NC(=O)C4CCOCC4)ccc3O[C@H]2[C@@H](CO)O1)NCc1ccccc1,2,1,1.0,-2,-12,-3[16.7 µM],5
C[C@H](CO)N1C[C@H](C)[C@H](CN(C)C(=O)C2CC2)Oc2cc(C#CC(C)(C)O)ccc2S1(=O)=O,.,4,-4.5,.,.,-3[16.7 µM],1
Cc1c(NC(=O)c2ccc(Cl)c(S(=O)(=O)N3CCCCC3)c2)c(=O)n(-c2ccccc2)n1C,8,12,2.2,-4,.,0,.
CCS(=O)(=O)NCC[C@H]1CC[C@H](NC(=O)C2CCOCC2)[C@H](CO)O1,4,16,0.5,-2,0,.,-3
CCCCC(C(=O)NC1CCCC1)N(C(=O)c1snc(C(N)=O)c1N)c1ccc(F)cc1 (stereo not drawn),4,-6,-4.3,2,-3,.,0
Cc1nc2sccn2c(=O)c1S(=O)(=O)Nc1ccc(N2CCOCC2)cc1,-2,.,-2.8,-3,9,0,7
O=C1NC(=Nc2ccccc2Cl)S/C1=C\c1cccc([N+](=O)[O-])c1O,-2,-64,-1.4,-5,2,-3,-12
CNC(=O)C1C2C=CC3(O2)C1C(=O)N(C1CC1)C3C(=O)NCc1ccc(OC)cc1 (stereo not drawn),.,.,.,-19,2,-2,.
Cc1ccc(CNC(=O)c2cc(-c3cc(C)cc(C)c3O)n[nH]2)cc1,?,-42,0.5,-71,-7,6,5

# Reprinted from the part before: seven entries, followed by the next part.
SMILES,DENV2 CPE rescue,INS-1E GSIS act,F508del corr,PAX8 reporter,FN deposition inh,miR-122 sensor,EWS-Fli inh
Cc1c(NC(=O)c2ccc(Cl)c(S(=O)(=O)N3CCCCC3)c2)c(=O)n(-c2ccccc2)n1C,8,12,2.2,-4,.,0,.
CCS(=O)(=O)NCC[C@H]1CC[C@H](NC(=O)C2CCOCC2)[C@H](CO)O1,4,16,0.5,-2,0,.,-3
CCCCC(C(=O)NC1CCCC1)N(C(=O)c1snc(C(N)=O)c1N)c1ccc(F)cc1 (stereo not drawn),4,-6,-4.3,2,-3,.,0
Cc1nc2sccn2c(=O)c1S(=O)(=O)Nc1ccc(N2CCOCC2)cc1,-2,.,-2.8,-3,9,0,7
O=C1NC(=Nc2ccccc2Cl)S/C1=C\c1cccc([N+](=O)[O-])c1O,-2,-64,-1.4,-5,2,-3,-12
CNC(=O)C1C2C=CC3(O2)C1C(=O)N(C1CC1)C3C(=O)NCc1ccc(OC)cc1 (stereo not drawn),.,.,.,-19,2,-2,.
Cc1ccc(CNC(=O)c2cc(-c3cc(C)cc(C)c3O)n[nH]2)cc1,?,-42,0.5,-71,-7,6,5
COc1ccc(S(=O)(=O)N(C)C[C@H]2Oc3c(NC(=O)C4CC4)cccc3C(=O)N([C@H](C)CO)C[C@@H]2C)cc1,8&13,25,0.3&-2.2,-9,1,40[16.7 µM],-6&5
Cc1ccc(C)c(Sc2ccc(NC(=O)CCl)cc2)c1,-1,11,1.7,-10,4,.,30
COCC(=O)N(C)C[C@@H]1Oc2cc(-c3ccc(F)cc3)ccc2S(=O)(=O)N([C@H](C)CO)C[C@H]1C,-11&-3&-4,-4&8,2.2&0.5&-3.0,-8,-4&4,-3,-21&-11&-3
CCC(c1nnc(SCC(=O)N2CC3(C)CC2CC(C)(C)C3)o1)N(C)C (stereo not drawn),.,9,.,7,-2,0,.
COc1cc(/C=N/NC(=S)NC2CC3C=CC2C3)cc(OC)c1OC (stereo not drawn),-8,.,-1.8,2,-3,-2,26
Cc1ccc(-n2nnnc2SCC(=O)Nc2ccccc2-c2ccccc2)cc1C,13,4,-2.4,10,-5,.,10
Fc1ccc(CNCC2CCCO2)cc1 (stereo not drawn),-2,6,-5.6,12,-6,.,-10
Cc1c(NC(=O)CSCc2ccccc2)cccc1C(=O)O,1,11,2.7,-39,1,-1,-15
NC(=O)Nc1ccc2c(c1)OCCO2,.,.,.,-64,8,-4,.
CC[C@@H]1C=C(C(=O)O)[C@H](c2ccc(Br)cc2)N1S(=O)(=O)c1ccc(C)cc1,-5,1,3.8,-8,9,3,8
CC(NC(=O)C1CCN(S(=O)(=O)N2CCC3(CC2)OCCO3)CC1)c1ccccc1 (stereo not drawn),0,-5,3.4,19,-1,.,10
COc1ccccc1N1CSC2=C(C#N)C(c3ccc(SC)cc3)CC(=O)N2C1 (stereo not drawn),7,-6,1.2,-7,4,.,7
NCC[C@@H]1CC[C@@H](NC(=O)Nc2ccc(F)cc2)[C@@H](CO)O1,-1,-8,1.4,0,-1,.,-5
Cn1c(SCC(=O)Nc2ccccc2)nc2ccccc2c1=O,-4,11,-0.4,-10,-3,-8,11
CNC(=O)C[C@H]1CC[C@H]2[C@@H](COc3ccc(NC(=O)c4cccc(OC)c4)cc3C(=O)N2C)O1,0,7,1.1,0,-3,-8[16.7 µM],2

# Structures from the list above containing a thiophene ring, fused or not (4):
SMILES,DENV2 CPE rescue,INS-1E GSIS act,F508del corr,PAX8 reporter,FN deposition inh,miR-122 sensor,EWS-Fli inh
COc1cc2c(cc1OC)C(C)N(C(=O)c1cc3c(=O)oc4ccc(C)cc4c3s1)CC2 (stereo not drawn),-6,7,3.5,-5,0,1,-1
CCN(CC(=O)Nc1c(Cl)cccc1Cl)C(=O)C1CCN(c2ncnc3sc(C)c(C)c23)CC1,9,-10,0.6,14,-4,-9,4
O=C(CSc1ncccn1)NCc1cccs1,10,10,-0.9,-12,-15,-1,-12
N#Cc1c(NC(=O)C2CC(Cl)=CCC2C(=O)O)sc2c1CCCCC2 (stereo not drawn),-1,-27,-4.2,-10,3,.,12

# Screens: PubChem BioAssay, Broad Institute
